From PubChem
CHRM1 antagonist: human M1 muscarinic receptor antagonists, primary screen, CHO-K1 cells, Fluo-8 calcium fluorescence, 1536-well; Muscarinic acetylcholine receptor M1 (Homo sapiens), P11229; CHO-K1 hM1, ACh EC80 antagonist; inhibition, % at 3 µM; 360,000 tested, 1.3% active; AID 588852, 2011;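 active = percent inhibition above its own plate's cutoff, namely the mean of that plate's compound wells plus 3 SD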;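 note: peak over basal fluorescence ratio during 140 s after agonist addition; 0% = ACh EC80 plus DMSO and 100% = DMSO alone without agonist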
Target sequence (P11229 whole entry, looked up): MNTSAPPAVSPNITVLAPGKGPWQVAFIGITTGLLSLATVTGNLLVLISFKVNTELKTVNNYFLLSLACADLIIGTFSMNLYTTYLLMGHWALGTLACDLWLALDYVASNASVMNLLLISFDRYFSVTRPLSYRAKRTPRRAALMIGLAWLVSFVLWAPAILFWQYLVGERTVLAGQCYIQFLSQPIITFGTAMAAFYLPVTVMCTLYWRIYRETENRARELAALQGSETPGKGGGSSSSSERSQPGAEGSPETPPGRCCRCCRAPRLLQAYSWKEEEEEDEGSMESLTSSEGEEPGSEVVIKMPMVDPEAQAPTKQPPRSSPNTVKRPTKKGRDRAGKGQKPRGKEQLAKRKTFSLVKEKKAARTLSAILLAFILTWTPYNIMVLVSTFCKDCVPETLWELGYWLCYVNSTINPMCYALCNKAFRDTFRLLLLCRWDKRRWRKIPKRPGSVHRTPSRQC
V1R ag counter: agonists of human V1a receptor, primary screen, counter-screen for OXTR agonist project, fluorescence, CHO-V1R cells; Vasopressin V1a receptor (Homo sapiens), P37288; Fluo-8 calcium fluorescence, agonist mode; 0% DMSO, 100% 3 nM vasopressin; activation, % at 3 µM; 320,000 tested, 0.25% active;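 active = activation above the mean activation of all tested compounds plus 3 SD, per screening run, cut at about 20% in these data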;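 note: signal is peak over basal fluorescence ratio across a 100 second FLIPR read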
Target sequence (P37288 whole entry, looked up): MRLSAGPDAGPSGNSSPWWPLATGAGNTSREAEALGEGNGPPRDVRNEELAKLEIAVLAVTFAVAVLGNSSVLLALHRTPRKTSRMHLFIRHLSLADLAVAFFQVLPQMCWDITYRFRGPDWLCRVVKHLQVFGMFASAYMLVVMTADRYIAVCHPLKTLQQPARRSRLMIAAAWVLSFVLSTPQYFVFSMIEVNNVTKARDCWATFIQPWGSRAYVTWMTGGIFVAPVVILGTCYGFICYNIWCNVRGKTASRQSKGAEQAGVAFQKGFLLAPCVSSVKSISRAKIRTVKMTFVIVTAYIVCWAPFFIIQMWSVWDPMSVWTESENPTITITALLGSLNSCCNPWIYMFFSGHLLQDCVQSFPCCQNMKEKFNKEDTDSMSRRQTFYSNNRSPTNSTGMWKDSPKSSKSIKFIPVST
OXTR potentiate: human OXTR potentiators, primary screen, fluorescence, CHO-OTR cells, Fluo-8 calcium; Fluo-8 calcium fluorescence, potentiator mode; 0% = oxytocin EC15, 100% = EC100; 320,000 tested, 0.061% active; activation, % at 3 µM; Oxytocin receptor (Homo sapiens), P30559;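 active = activation above that plate's cutoff, the mean activation of tested compounds plus 3 SD, cut at about 6.6% in these data, passing the limit was not always enough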;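 note: 100% uses oxytocin at 75 nM as the full agonist control; some results filed as inactive read as strong as hits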
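Assay system: CHO cell line stably expressing human OTR. Reagent: EC15 oxytocin agonist. Dosing: single dose, 3.0 µM nominal final compound concentration. Timing: compound 6 min at room temperature before oxytocin, 100 s read. Signal: kinetic Fluo-8 calcium fluorescence. Controls: oxytocin EC15 low and EC100 high.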
TAAR1 agonist: human TAAR1 agonists, primary screen, Fluo-8 calcium fluorescence, CHO RD-HGA16 cells; 360,000 tested, 0.99% active; activation, % at 3 µM; vehicle wells 0%, saturating PEA agonist 100%; Trace amine-associated receptor 1 (Homo sapiens), Q96RJ0;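 active = activation above the mean activation of all test compounds in the run plus 3 SD, cut at about 38% in these data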
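System: CHO RD-HGA16 cells carrying human TAAR1 plus Gα16; Incubation: 17-24 h seeding, 75 min 37 °C dye, 30 min RT; Measured by: Fluo-8 fluorescence, 5 s baseline then 140 s kinetic read; Control set: DMSO and PEA EC100; Replication: single well for each compound.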
CHRM1 agonist: human M1 muscarinic receptor agonists, primary screen, Fluo-8 calcium fluorescence, CHO-K1 cells, HTS | CHO-K1 hM1, agonist mode; 0% DMSO, 100% acetylcholine EC100 | activation, % at 3 µM | 360,000 tested, 0.33% active;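 active = activation above the run's mean compound activation plus 3 SD, cut at about 16% in these data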;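 note: peak over basal fluorescence ratio within a 140 s kinetic read after compound addition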
OXTR ag: human OXTR agonists, primary screen, fluorescence, CHO-OTR cells, Fluo-8 calcium | activation, % at 3 µM | 320,000 tested, 0.32% active | Fluo-8 calcium fluorescence; normalized: DMSO 0%, oxytocin 100% | Oxytocin receptor (Homo sapiens), P30559;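 active = activation above the mean of all tested compounds plus 3 SD, cutoff set per screening run, cut at about 20% in these data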;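 note: peak over basal fluorescence ratio from a 100 s FLIPR kinetic read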
M1 PAM: human M1 muscarinic receptor positive allosteric modulators, primary screen, CHO-K1 cells, Fluo-8 calcium fluorescence, 1536-well; Muscarinic acetylcholine receptor M1 (Homo sapiens), P11229; CHO-K1 hM1, ACh EC20; 0% = ACh EC20, 100% = maximal ACh; activation, % at 3 µM; 360,000 tested, 0.088% active; in the data active = activation above about 19%, passing the limit was not always enough
TAAR1 antag: human TAAR1 antagonists, primary screen, Fluo-8 calcium fluorescence, CHO RD-HGA16 cells. 360,000 tested, 1.5% active. Trace amine-associated receptor 1 (Homo sapiens), Q96RJ0. AID 624466, 2012. inhibition, % at 3 µM. antagonist;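 active = inhibition above a per-plate cutoff, the mean inhibition of test compounds on that plate plus 3 SD, cut at about 49% in these data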;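 note: 0% = DMSO plus EC80 beta-PEA response and 100% = DMSO alone without agonist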
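Test system: hTAAR1-expressing CHO RD-HGA16 cells, Gα16-coupled; Probe or stimulus: EC80 β-phenethylamine stimulus; Compound dosing: single nominal final test compound concentration of 3 µM; Timing: 140 s kinetic read after compound, 140 s after agonist; Signal: Fluo-8 calcium-sensitive fluorescence; Measure: % inhibition of agonist calcium response; Controls: DMSO and EC80 PEA controls.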
CHO parental Ca: ATP-evoked calcium signal inhibitors, parental CHO, primary screen, counter-screen for OX1R antagonist project, cell-based, fluorescence, Fluo-8 calcium dye; parental CHO-K1, ATP-induced calcium, Fluo-8 fluorescence; inhibition, % at 5.6 µM; 330,000 tested, 0.63% active; AID 463079, 2010;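 active = inhibition above that plate's mean sample inhibition plus 3 SD, cut at about 26% in these data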;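 note: 0% = ATP-challenged DMSO wells and 100% = DMSO wells without ATP; some compounds past the cut are filed as inactive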
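Test system: parental CHO cells; detection: calcium-sensitive Fluo-8 fluorescence; evaluation: percent inhibition of calcium signal; also added: ATP as calcium-mobilizing challenge; repeats: one well per compound; control set: ATP-challenged DMSO wells low, unchallenged DMSO wells high; compound: single nominal dose of 5.6 µM per compound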
An asterisk follows results filed as active. Random draw from the library; 3.7% or so of the library scored in one or more.

`CC(=O)c1cccc(NC(=O)c2cc(-c3ccco3)nc3ccccc23)c1` gave CHRM1 antagonist 17.7, V1R ag counter 0.7, OXTR potentiate -11.8, TAAR1 agonist 13.5, CHRM1 agonist -2.5, OXTR ag -0.7, M1 PAM -9.8, TAAR1 antag 62.8* and CHO parental Ca -15.0.
Cc1ccc(CN2C(=O)c3ccccc3Sc3ccc(C(=O)NCCCN4CCOCC4)cc32)cc1 was read as CHRM1 antagonist -8.0, V1R ag counter 9.9, OXTR potentiate -8.3, TAAR1 agonist 22.6, CHRM1 agonist 0.4, OXTR ag 2.5, M1 PAM 2.0, TAAR1 antag 10.5 and CHO parental Ca -11.1.
For COc1ccc(Br)cc1CN1CCN(C(=O)c2ccco2)CC1 the results were CHRM1 antagonist -9.7, V1R ag counter 0.0, OXTR potentiate -4.2, TAAR1 agonist -0.5, CHRM1 agonist -8.5, OXTR ag -1.1, M1 PAM 3.5, TAAR1 antag -4.2 and CHO parental Ca -8.9.
O=S(=O)(c1ccc2ccccc2c1)N1CCN=C1SCc1cccnc1 was read as CHRM1 antagonist 1.7, V1R ag counter 4.6, OXTR potentiate -14.3, TAAR1 agonist 3.2, CHRM1 agonist -8.4, OXTR ag 3.8, M1 PAM -8.8, TAAR1 antag 32.4 and CHO parental Ca -22.3.
`COC(=O)c1ccc(C(=O)N2CCCC(CNC(=O)c3ccc(F)cc3)C2)cc1` (stereo not drawn) gave CHRM1 antagonist 13.1, V1R ag counter 0.1, OXTR potentiate -4.2, TAAR1 agonist 0.2, CHRM1 agonist -3.1, OXTR ag 0.1, M1 PAM -5.7, TAAR1 antag -1.0 and CHO parental Ca -10.8.
For COc1cccc(/C=N/NC(=O)c2oc3nc(-c4ccccc4)cc(-c4ccco4)c3c2N)c1 the results were CHRM1 antagonist -2.1, V1R ag counter 2.1, OXTR potentiate -10.6, TAAR1 agonist 14.2, CHRM1 agonist 1.9, OXTR ag 2.3, M1 PAM 4.2, TAAR1 antag 36.9 and CHO parental Ca -28.9.
CCn1c(NC(=O)c2ccccc2F)c(-c2cccs2)c(=O)c2ccccc21 was read as CHRM1 antagonist 4.5, V1R ag counter -0.2, OXTR potentiate -0.2, TAAR1 agonist 2.8, CHRM1 agonist -2.6, OXTR ag 0.1, M1 PAM -1.2, TAAR1 antag -22.7 and CHO parental Ca -2.8.
Screening CCOC(=O)n1c(=O)n(C)c2ccc(Br)cc21 returned CHRM1 antagonist 1.3, V1R ag counter -0.4, OXTR potentiate -5.9, TAAR1 agonist 8.3, CHRM1 agonist -8.4, OXTR ag 0.0, M1 PAM 5.4, TAAR1 antag -5.1 and CHO parental Ca -5.8.
For CCc1nn(CC(=O)NCCCc2ccccc2)c(=O)c2cc3c(OC)cccc3n12 the results were CHRM1 antagonist 15.8, V1R ag counter -0.5, OXTR potentiate 2.2, TAAR1 agonist 1.5, CHRM1 agonist -1.2, OXTR ag -0.7, M1 PAM -3.5, TAAR1 antag -34.6 and CHO parental Ca -7.1.
`COC(CNC(=O)[C@H](Cc1ccccc1)N1Cc2ccccc2C1=O)OC` gave CHRM1 antagonist -9.1, V1R ag counter 0.9, OXTR potentiate -19.3, TAAR1 agonist 2.2, CHRM1 agonist -1.7, OXTR ag 0.5, M1 PAM 6.5, TAAR1 antag -10.8 and CHO parental Ca -14.6.
Screening c1ccc(Oc2cc(-c3ccccc3)nc(-c3ccccc3)n2)cc1 returned CHRM1 antagonist 8.6, V1R ag counter 0.7, OXTR potentiate -5.2, TAAR1 agonist 1.4, CHRM1 agonist -2.4, OXTR ag -0.7, M1 PAM 25.6*, TAAR1 antag -3.7 and CHO parental Ca -10.4.
For O=C(NC1CCN(Cc2ccccc2)CC1)c1cccc(Br)c1 the results were CHRM1 antagonist -9.2, V1R ag counter 1.3, OXTR potentiate -15.2, TAAR1 agonist 2.9, CHRM1 agonist -7.9, OXTR ag 0.7, M1 PAM 2.2, TAAR1 antag -5.2 and CHO parental Ca -13.5.
For COc1ccc(Cn2c(=O)oc3ccc(C)cc32)cc1OC the results were CHRM1 antagonist 1.4, V1R ag counter 8.0, OXTR potentiate -10.3, TAAR1 agonist 21.9, CHRM1 agonist -0.4, OXTR ag 15.0, M1 PAM -0.4, TAAR1 antag -3.1 and CHO parental Ca -6.4.
For Cc1ccc(S(=O)(=O)Cc2cc(-c3ccc(Cl)cc3)no2)cc1 the results were CHRM1 antagonist -10.2, V1R ag counter -1.0, OXTR potentiate -9.6, TAAR1 agonist -1.6, CHRM1 agonist -3.5, OXTR ag -1.9, M1 PAM 3.3, TAAR1 antag -4.3 and CHO parental Ca -18.7.
Screening COc1ccc(C(=O)N(CC(=O)NC(C)(C)C)c2ccc3c(c2)OCCO3)cc1OC returned CHRM1 antagonist 5.7, V1R ag counter -0.3, OXTR potentiate -7.4, TAAR1 agonist 0.9, CHRM1 agonist -0.8, OXTR ag -0.5, M1 PAM -2.9, TAAR1 antag 11.7 and CHO parental Ca -15.1.
For O=C(NCc1ccccc1Cl)c1ccccc1Oc1ccccc1 the results were CHRM1 antagonist -6.5, V1R ag counter -1.6, OXTR potentiate -3.8, TAAR1 agonist 7.7, CHRM1 agonist -5.8, OXTR ag 0.0, M1 PAM -0.4, TAAR1 antag 31.5 and CHO parental Ca -5.2.
`CC(C(=O)N1CCN(c2ccccc2F)CC1)c1ccc([N+](=O)[O-])cc1` (stereo not drawn) gave CHRM1 antagonist 3.1, V1R ag counter 2.1, OXTR potentiate -19.5, TAAR1 agonist 6.8, CHRM1 agonist -3.4, OXTR ag -1.2, M1 PAM -6.5, TAAR1 antag 21.1 and CHO parental Ca -7.2.
For Nc1ncnc(N2CCc3ccccc32)c1[N+](=O)[O-] the results were CHRM1 antagonist -5.3, V1R ag counter -0.3, OXTR potentiate 2.8, TAAR1 agonist 3.2, CHRM1 agonist -4.5, OXTR ag 1.2, M1 PAM 9.2, TAAR1 antag -27.0 and CHO parental Ca -12.1.
COc1ccc(S(=O)(=O)N2CCOC23CCN(S(=O)(=O)c2c(C)cc(C)cc2C)CC3)cc1 was read as CHRM1 antagonist 6.9, V1R ag counter -1.1, OXTR potentiate -2.0, TAAR1 agonist 0.7, CHRM1 agonist -0.6, OXTR ag 2.7, M1 PAM 1.0, TAAR1 antag 6.7 and CHO parental Ca -9.2.
Screening COc1cc(C(=O)OCC(=O)NC2CCCCCC2)ccc1OCC(C)C returned CHRM1 antagonist 0.6, V1R ag counter 1.1, OXTR potentiate -6.4, TAAR1 agonist 1.0, CHRM1 agonist 0.5, OXTR ag -1.0, M1 PAM 1.3, TAAR1 antag -6.1 and CHO parental Ca -20.3.
CC1(C)CC(=O)/C(=N/Nc2ccc(Cl)cc2)CO1 was read as CHRM1 antagonist -2.1, V1R ag counter 4.9, OXTR potentiate -11.2, TAAR1 agonist 0.0, CHRM1 agonist 0.7, OXTR ag 7.2, M1 PAM -0.6, TAAR1 antag 22.1 and CHO parental Ca 15.2.
For CN(C)S(=O)(=O)c1ccc2c(c1)C(CC(=O)O)OC2=O (stereo not drawn) the results were CHRM1 antagonist -2.8, V1R ag counter 0.6, OXTR potentiate -13.8, TAAR1 agonist 7.1, CHRM1 agonist 1.1, OXTR ag -0.1, M1 PAM 4.2, TAAR1 antag -8.2 and CHO parental Ca -10.4.
CCn1c2ccccc2c2c3ncc4cccn4c3ccc21 was read as CHRM1 antagonist -12.5, V1R ag counter -0.1, OXTR potentiate -15.0, TAAR1 agonist 1.3, CHRM1 agonist -1.8, OXTR ag -0.5, M1 PAM 13.8, TAAR1 antag -2.2 and CHO parental Ca -6.4.
For CCOc1ccccc1N1CCN(C(=O)c2cc(S(=O)(=O)N3CCCCC3)ccc2C)CC1 the results were CHRM1 antagonist 30.9*, V1R ag counter 2.5, OXTR potentiate -7.7, TAAR1 agonist 27.8, CHRM1 agonist -2.3, OXTR ag -2.2, M1 PAM -15.7, TAAR1 antag 54.6* and CHO parental Ca -23.4.
For Cc1ccc(NC(=O)CSc2nc(=O)n(Cc3ccncc3)c3c2CCC3)c(C)c1 the results were CHRM1 antagonist -5.9, V1R ag counter -0.9, OXTR potentiate -7.9, TAAR1 agonist -1.2, CHRM1 agonist -7.3, OXTR ag -2.0, M1 PAM 4.2, TAAR1 antag 13.9 and CHO parental Ca -33.7.
`O=C(COc1ccc2ccccc2c1)N[C@@H](C(=O)O)c1ccc(O)cc1` gave CHRM1 antagonist -10.8, V1R ag counter 0.1, OXTR potentiate -7.5, TAAR1 agonist 2.4, CHRM1 agonist -2.7, OXTR ag 0.0, M1 PAM 4.5, TAAR1 antag -5.6 and CHO parental Ca -1.2.
For O=C(COC(=O)Cc1c(Cl)cccc1Cl)NCc1ccccc1 the results were CHRM1 antagonist -5.2, TAAR1 agonist -0.7, CHRM1 agonist -5.5, M1 PAM 3.3 and TAAR1 antag -7.2.
For COc1ccccc1N1CCN(C(=O)c2cc(-c3ccc(F)cc3)[nH]c2C)CC1 the results were CHRM1 antagonist -14.8, TAAR1 agonist 3.7, CHRM1 agonist 1.2, M1 PAM 13.8 and TAAR1 antag 3.8.
`Clc1ccc(CSc2nnc3c(n2)[nH]c2ccccc23)cc1` gave CHRM1 antagonist -0.6, V1R ag counter 1.4, OXTR potentiate -11.4, TAAR1 agonist -1.2, CHRM1 agonist -4.4, OXTR ag 0.0, M1 PAM 6.4, TAAR1 antag 0.6 and CHO parental Ca -25.0.
`NS(=O)(=O)c1ccc(CCNC(=S)NC2CCCC2)cc1` gave CHRM1 antagonist -8.9, V1R ag counter 0.8, OXTR potentiate -6.0, TAAR1 agonist 2.9, CHRM1 agonist 0.4, OXTR ag 0.6, M1 PAM 13.4, TAAR1 antag 0.5 and CHO parental Ca 1.4.
